SNCA viab count: GF-AFC viability counterscreen for inhibitors of alpha-synuclein gene (SNCA) expression. AID 1671193, 2021. HEK-293-SNCA-luc viability, GF-AFC fluorescence, 24 h. Potency, µM (highest dose often 57.1 µM), inactives show top-dose activity change, negative = cytotoxicity, hits mostly cytotoxic. 0.12% of 150,000 active;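 also: potency is read from the fitted curve at half-maximal effect; 0% = DMSO-treated cells and -100% = medium-only wells without cells; nearly all actives have a fitted effect of over 30% in size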
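Cytotoxicity counterscreen: after 24 h compound treatment of genome-edited SNCA-luciferase HEK-293 cells, live-cell protease substrate GF-AFC read by fluorescence after 30 min; activity scaled between DMSO (0%) and medium-only (-100%), curves Hill-fitted.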
SNCA expr inh: Primary qHTS assay for inhibitors of alpha-synuclein gene (SNCA) expression | HEK-293 SNCA-luciferase knock-in, luminescence, 24 h | Potency, µM (top dose mostly 57.2 µM), inactives show top-dose activity change, negative = inhibition, most hits filed as inhibitors | 0.17% of 140,000 active | AID 1671194, 2021;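 also: potency is read from the fitted curve at half-maximal effect; plate controls were DMSO cells for no effect and cell-free wells for full effect; nearly all actives have a fitted effect of over 45% in size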
GPT2 inhibitor: Primary qHTS assay for inhibitors of Glutamate pyruvate transaminase 2 (GPT2). Potency, µM (doses to about 57.7 µM), for the others: at the highest dose activity change, negative = inhibition, most hits filed as inhibitors. Recombinant GPT2, coupled pyruvate oxidase/HRP Amplex Red fluorescence. 0.25% of 100,000 active. Alanine aminotransferase 2 (Homo sapiens), Q8TD30; also: potency is read from the fitted curve at half-maximal effect; nearly all actives have a fitted effect of over 60% in size; many of its hits are not listed in these tables
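Inhibition is scored from Amplex Red fluorescence generated when pyruvate oxidase and HRP act on pyruvate released by GPT2. Reactions contain 10ng/uL enzyme, 250uM a-KG and 2mM L-alanine and run 30 min at room temperature.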
IP6K1 inhibitor: Primary qHTS assay for small molecule inhibitors of Inositol hexaphosphate kinase 1 (IP6K1). Inositol hexakisphosphate kinase 1 (Homo sapiens), Q92551. IP6K1 kinase, ADP-Glo luminescence, 2 h; active compounds read low. activity change, % (series mostly up to about 58 µM). 0.81% of 140,000 active. AID 1645851, 2021; in the data active = activity change below about -25%
Target sequence (Q92551 whole entry, looked up): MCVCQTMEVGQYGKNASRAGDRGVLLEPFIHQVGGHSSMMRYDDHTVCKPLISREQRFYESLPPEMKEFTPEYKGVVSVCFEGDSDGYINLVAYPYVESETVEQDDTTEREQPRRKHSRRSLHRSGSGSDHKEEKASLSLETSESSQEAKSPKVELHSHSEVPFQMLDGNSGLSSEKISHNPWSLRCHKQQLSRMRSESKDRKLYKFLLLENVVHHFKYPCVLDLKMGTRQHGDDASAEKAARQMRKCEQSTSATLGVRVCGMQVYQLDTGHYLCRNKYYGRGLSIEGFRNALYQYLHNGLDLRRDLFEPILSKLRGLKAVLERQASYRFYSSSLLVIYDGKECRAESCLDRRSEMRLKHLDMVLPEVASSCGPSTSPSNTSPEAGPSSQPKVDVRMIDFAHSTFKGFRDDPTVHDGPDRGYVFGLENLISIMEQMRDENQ
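ADP-Glo luminescence measures ADP made by human IP6K1 during a 2 h RT reaction with ATP/IP6 (mix at 1.3 mM/130 uM); top library doses 57.5 and 19.1 uM final.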
HEK cytotox: Cytotoxic Profiling in HEK 293 Cell Line of Diverse Libraries Using Quantitative High-Throughput Screening; HEK 293 viability, ATP luminescence (CellTiter-Glo), 48-72 h; Potency, µM (highest dose often 115 µM), for the others: top-dose activity change, negative = cytotoxicity, most hits filed as inhibitors; 6.6% of 94,000 active; AID 1345083, 2018; also: potency is read from the fitted curve at half-maximal effect; nearly all actives have a fitted effect of over 60% in size
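Cytotoxicity was scored by loss of ATP-coupled luminescence (CellTiter-Glo) in HEK 293 cells. Compound treatment ran 48 or 72 hr at 37 degree Celsius, 5% CO2, 95% humidity.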
3T3 cytotox: Cytotoxic Profiling in NIH 3T3 Cell Line of Diverse Libraries Using Quantitative High-Throughput Screening | NIH 3T3 viability, CellTiter-Glo ATP luminescence, 48-72 h | Potency, µM (highest dose often 96.7 µM), without a hit: at the top dose activity change, negative = cytotoxicity, usual class: inhibitors | 4.3% of 94,000 active; also: potency is read from the fitted curve at half-maximal effect; nearly all actives have a fitted effect of over 55% in size
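Cells were seeded at 400 per well, treated with pin-transferred compound, and kept 48 or 72 hr at 37 °C before CellTiter-Glo addition and luminescence imaging of cellular ATP.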
FLuc inh: Firefly luciferase inhibition profiling of diverse chemical library using quantitative high-throughput screening; Luciferin 4-monooxygenase (Photinus pyralis), P08659; purified P. pyralis luciferase, luminescence, biochemical; Potency, µM (highest dose often 115 µM), for inactives: at the highest dose activity change, negative = inhibition, hits mostly inhibitors; 2.5% of 76,000 active; also: potency is read from the fitted curve at half-maximal effect; nearly all actives have a fitted effect of over 65% in size
Target sequence (P08659 whole entry, looked up): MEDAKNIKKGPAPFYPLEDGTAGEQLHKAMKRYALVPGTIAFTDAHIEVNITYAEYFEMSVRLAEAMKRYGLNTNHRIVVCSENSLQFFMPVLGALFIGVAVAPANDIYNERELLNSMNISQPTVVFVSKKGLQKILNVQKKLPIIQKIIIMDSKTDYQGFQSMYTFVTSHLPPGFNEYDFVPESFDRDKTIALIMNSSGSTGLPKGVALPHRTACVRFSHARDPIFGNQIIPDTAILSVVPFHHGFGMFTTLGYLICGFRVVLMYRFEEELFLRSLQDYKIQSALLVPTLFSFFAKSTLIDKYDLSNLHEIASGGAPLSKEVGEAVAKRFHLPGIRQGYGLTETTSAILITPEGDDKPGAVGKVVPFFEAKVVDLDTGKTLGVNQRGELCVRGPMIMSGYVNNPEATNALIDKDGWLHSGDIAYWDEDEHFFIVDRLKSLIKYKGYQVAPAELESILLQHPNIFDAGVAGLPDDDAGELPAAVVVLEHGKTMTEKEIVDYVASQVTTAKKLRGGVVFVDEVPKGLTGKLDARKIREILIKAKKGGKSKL
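Purified P. pyralis luciferase (10nM final) in 50mM Tris acetate pH 7.5, 10mM Mg acetate, 0.01% Tween-20, 0.05% BSA with 10uM D-luciferin and 10uM ATP. Compounds titrated qHTS. Luminescence imaged on CCD.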
The depositor's hits bear a star; i = inactive; ? = inconclusive; nt = no result given; [ ] = dose if it differs, or a comment. Unless noted, calls follow the shape of the dose curve; as a rule, active = well fitted curve in the direction sought with a large enough effect; inconclusive = small, poorly fitted or top-dose-only effect, or another doubt; inactive = no such curve, though single readings can be large; an effect the other way counts as inactive or inconclusive. Unless noted, % is scaled to controls: 0 for no effect and ±100 for the full control effect. Some of the compounds tested. The share of hits here may be higher or lower than overall.

Order of results – HEK cytotox	SNCA expr inh	FLuc inh	3T3 cytotox	GPT2 inhibitor	IP6K1 inhibitor	SNCA viab count
- CCc1nc2c(=O)n(CC(=O)N(CC)Cc3ccccc3)nc(C)c2s1
  0%	-27%	-8%	2%	i	2	-16%
- COc1cc(-c2ccno2)ccc1S(=O)(=O)N1CCN(c2ccc(F)cc2)CC1
  nt	-15%	nt	nt	nt	31	7%
- CCOc1ccc(C(=O)Nc2ccc(-c3nc4cc(C)ccc4o3)cc2)cc1
  nt	83%[activator]	nt	nt	nt	4	7%
- COCC1CN(C(C)=O)CC12CCN(Cc1cccc(C#N)c1)CC2 (configuration not stated)
  0%	5%	-6%	-2%	i	2	-1%
- O=C1CC(=O)Nc2cc(S(=O)(=O)N3CCOc4ccc(Cl)cc43)ccc2N1
  nt	-9%	nt	nt	nt	8	3%
- COc1ccc(-c2noc([C@@H]3CCCN3C(=O)c3ccc(OC)c(OC)c3)n2)cc1
  ?	3%	-9%	-13%	i	0	-12%
- COc1cc(NC(=O)c2ccc(C)cc2)ccc1NC(=O)c1cc2ccccc2o1
  nt	26%	nt	nt	nt	11	-4%
- O=C(NCc1ccc(F)cc1Cl)c1noc(-c2ccc3c(c2)OCO3)n1
  -24%	35%	-32%	-37%	i	-7	-9%
- COc1ccc(N2CCN(C(=O)CCCCn3c(=O)[nH]c4ccsc4c3=O)CC2)cc1
  nt	6%	nt	nt	nt	-13	16%
- COc1ccccc1-c1cc(C(=O)NCc2c(C)cc(C)[nH]c2=O)c2c(c1)ncn2C
  ?	-21%[87.6 µM]	-14%[172 µM]	40µM*	-9%[88.5 µM]	-2	-27%[87.6 µM]
- COc1ccc(CCC(=O)N2CCCCCCNC(=O)[C@@H]3CCCC[C@@H]32)cc1
  ?	-4%	-11%	?	i	-9	2%
- COc1ccccc1Nc1ccnc(N2CCC[C@H]2C(=O)N2CCC(Cc3ccccc3)CC2)n1
  40µM*	?	nt	?	-8%	-1	?
- CCn1cc2nc(SCC(=O)Nc3ccccc3F)n(Cc3ccc(C)cc3)c(=O)c2n1
  nt	-32%	nt	nt	nt	-20	-18%
- CCOC(=O)Cn1cnc2onc(-c3ccc(F)cc3)c2c1=O
  nt	0%	nt	nt	nt	4	-10%
- COCCn1c(C)nnc1-c1cc(-c2ccnc(OC)c2)ccn1
  -12%[172 µM]	-1%[87.6 µM]	3%[172 µM]	?	-3%[88.5 µM]	-1	3%[87.6 µM]
- C/C=C(/COC(=O)/C(C)=C/C)C(=O)OC/C=C/c1ccc(OC)cc1
  nt	nt	nt	nt	i	-9	-11%
- CCOC(=O)c1c(NC(=O)/C=C/c2ccc(OCC)cc2)sc2c1CCCC2
  nt	2%	nt	nt	nt	10	-1%
- Cc1nn(-c2ccccc2)c2c1C(C)N(CC1CN(C(=O)c3ccc(C(F)(F)F)cc3)C1)C2=O (configuration not stated)
  -29%	nt	nt	2%	nt	-4	nt
- COc1cccc(C(=O)N2C(C(=O)NCC(C)C)COC23CCN(C(=O)c2cccc(F)c2)CC3)c1 (configuration not stated)
  i	-4%	2%	-7%	i	-2	0%
- CCCc1nc(NCc2ccc(-c3noc(C)n3)cc2)c2cnn(C)c2n1
  18µM*	-11%	3%	?	-1%	-8	-2%
- COc1ccc(Nc2nc3ccccc3nc2NS(=O)(=O)c2ccc(Cl)cc2)cc1OC
  nt	50%[activator]	nt	nt	nt	6	3%
- CC(C)c1ccc(-n2cc(CN3CCCC(O)(CN(C)C)C3)cn2)cc1 (configuration not stated)
  22µM*	16%	?	?	-6%	-10	-12%
- CCOc1ccc(NC(=O)CCc2c(C)nc3cc(-c4ccc(Cl)cc4)nn3c2C)cc1
  nt	?	nt	nt	nt	5	12%
- Cc1cnc(C2CC2)n1C1CCCN(C(=O)C2CC2)C1 (configuration not stated)
  4%	-2%	-2%	-1%	-23%	-3	-4%
- CCCNC(=O)c1coc(COc2ccc3c(c2)C(c2cccc(C)c2)N(C(=O)C2CC2)CC3)n1 (configuration not stated)
  13µM*	?	-3%	?	i	-14	-12%
- O=C(c1cccc(O)c1)N1CCc2c(n(Cc3cccnc3)n(-c3ccccc3)c2=O)C1
  i	23%[87.6 µM]	0%[172 µM]	?	3%[88.5 µM]	2	1%[87.6 µM]
- O=C(NCc1ccc(Cl)nc1)c1cc2cccnn2n1
  1%[172 µM]	-11%[87.6 µM]	2%[172 µM]	-17%[138 µM]	4%[88.5 µM]	4	5%[87.6 µM]
- CCN1C(=O)c2ccccc2S(=O)c2ccc(C(=O)NCc3ccc(F)cc3)cc21 (configuration not stated)
  nt	2%	nt	nt	nt	15	5%
- COCCn1c2c(c(=O)n1-c1ccccc1)CCN(C(=O)c1cccc(C#N)c1)C2
  -1%[172 µM]	18%[87.6 µM]	3%[172 µM]	?	5%[88.5 µM]	8	-4%[87.6 µM]
- CCCC(=O)N1CCC2(CC1)NCCc1c2[nH]c2ccc(OC)cc12
  ?	?	1%	-21%	1%	1	-6%[12.5 µM]
- CC(C)NC(=O)N1CCC(c2nc(C3CCOCC3)no2)CC1
  -6%	1%	3%	i	i	0	-5%
- COCC(=O)NC1CCC12CCN(C(=O)Nc1ccccc1F)CC2 (configuration not stated)
  i	-4%	-2%	-5%	-16%	-7	-10%
- CC1=C(C(=O)Nc2ccccc2C)C(c2cccnc2)n2nc(SCc3ccccc3)nc2N1 (configuration not stated)
  nt	11%	nt	nt	nt	9	-10%
- COc1ccc(CCNC(=O)CCCn2c(=O)c3ccccc3n(CC(=O)Nc3ccccc3C)c2=O)cc1OC
  nt	?	nt	nt	nt	2	-9%
- COCC(=O)N[C@@H]1CN(Cc2c(F)cccc2Cl)C[C@H]1CO
  -16%	12%	-14%	-15%	-8%	2	13%
- COc1cc(OC)cc(C(=O)N2CC(c3noc(-c4ccccc4)n3)C2)c1
  -28%	1%	-4%	-19%	i	33	-3%
- CC1=C[C@@H](CNC(=O)C2CC2)[C@H](C(C)C)C[C@H]1CC(=O)Nc1ccccn1
  -22%[172 µM]	?	-8%[172 µM]	-38%[174 µM]	-31%[88.5 µM]	-4	?
- COc1cc(NC2=N[C@H]3[C@@H](O)[C@H](O)C[C@H](C(=O)N(C)Cc4ccccc4)[C@H]3S2)cc(OC)c1
  0%	13%	4%	-1%	-11%	-11	5%
- CC(C)Nc1ccc(-c2nc(-c3ccncc3)no2)cc1[N+](=O)[O-]
  nt	104%[activator]	nt	nt	nt	19	10%
- Cc1cccc(-c2noc(-c3ccc(NCc4cccnc4)c([N+](=O)[O-])c3)n2)c1
  nt	85%[activator]	nt	nt	nt	-4	-23%
- COc1ccc(CNC(=O)c2ccc(Cn3c(=O)c4cccn4c4cccnc43)cc2)c(OC)c1
  nt	-15%	nt	nt	nt	8	2%
- O=C(O)c1ccc(CN2CCC[C@H]2c2nc(-c3ccc(-c4cncnc4)nc3)no2)cc1
  -2%[172 µM]	21%[87.6 µM]	11%[172 µM]	1%[174 µM]	-1%[88.5 µM]	19	3%[87.6 µM]
- O=C(N[C@H]1C[C@@H]2OCC[C@H]12)c1cccnc1SCCc1ccccc1
  4%	16%	-15%	-1%	?	-4	-2%
- CN1C(C(=O)c2ccccc2)=C(NC(=O)c2ccc(F)cc2)c2ccccc2S1(=O)=O
  nt	-4%	nt	nt	nt	-2	13%
- COc1cccc(CC(=O)N2CCC(n3cc(-c4nc(-c5ccccc5)no4)nn3)CC2)c1
  32µM*	33%[activator]	-21%	?	5%	7	-12%
- COC(=O)c1c(NC(C)=O)c2c3c(sc2n1Cc1cc(C)ccc1C)CCCC3
  nt	3%	nt	nt	nt	9	?
- Cc1cc(C(=O)N2C[C@@H](C)[C@H](c3nc(-c4ccccc4)no3)C2)n[nH]1
  ?	4%	-10%	-28%	i	5	4%
- COc1ccc(OCC(=O)Nc2ncc(-c3ccc(OC)nc3)c3c2OCC3)cc1
  ?	-4%[87.6 µM]	-15%[172 µM]	-13%[138 µM]	1%[88.5 µM]	-11	-9%[87.6 µM]
- Cc1ccc(NC(=O)Cn2nc3n(c2=O)CCCCC3)cc1Cl
  -1%	-20%	-8%	-16%	0%	-3	14%
- COc1ccc(Cl)cc1S(=O)(=O)Nc1ccc2c(c1)n(C)c(=O)n2C
  nt	42%[activator]	nt	nt	nt	0	7%
- COCCC(=O)N1CCC(C2CCN(S(C)(=O)=O)CC2)C1 (configuration not stated)
  i	12%	6%	i	i	1	3%[12.5 µM]
- COc1cccc(COC2CN(C(=O)CCc3cccs3)CC(=O)N(Cc3ccccn3)C2)c1 (configuration not stated)
  -4%	13%	-3%	3%	-9%	2	-15%
- Nc1ccc2ncnc(N3CCCC3)c2c1
  ?	-19%	-1%	-22%	2%	6	6%
- O=C(NCCc1ccc(Cl)cc1)c1cc(-c2ccccc2)c2nncn2n1
  ?	?	nt	?	i	-3	1%
- Fc1ccc2nc(C3CCN(Cc4nc(COc5ccccc5)no4)CC3)[nH]c2c1
  -9%	25%	-3%	-19%	i	5	?
- COc1ccc2ncc3c(-c4ccc(C)c(C)c4)nn(CC(=O)NC4CCCCC4)c3c2c1
  nt	-7%	nt	nt	nt	29	-5%
- COc1ccccc1-c1nnc2n1C(C(=O)N1CCN(c3ncccn3)CC1)CC2 (configuration not stated)
  4%	-1%	nt	i	-4%	-12	0%

Three records picked at random from the list so far, as already listed:
Order of results – HEK cytotox	SNCA expr inh	FLuc inh	3T3 cytotox	GPT2 inhibitor	IP6K1 inhibitor	SNCA viab count
- CC1=C(C(=O)Nc2ccccc2C)C(c2cccnc2)n2nc(SCc3ccccc3)nc2N1 (configuration not stated)
  nt	11%	nt	nt	nt	9	-10%
- Nc1ccc2ncnc(N3CCCC3)c2c1
  ?	-19%	-1%	-22%	2%	6	6%
- O=C(O)c1ccc(CN2CCC[C@H]2c2nc(-c3ccc(-c4cncnc4)nc3)no2)cc1
  -2%[172 µM]	21%[87.6 µM]	11%[172 µM]	1%[174 µM]	-1%[88.5 µM]	19	3%[87.6 µM]
